Neddylation inh – inhibitors of human cullin neddylation; TR-FRET cullin neddylation, biochemical; actives 0.58% (n = 360,000); AID 651699; P61081+Q13564; calls only at 25 µM; in the data active means inhibition above about 36%
SKN-1 inh – C. elegans SKN-1 inhibition; AID 624304; C. elegans VP596 Pgst-4::GFP/RFP ratio, acrylamide-induced, 24 h; actives 0.49% (n = 360,000); inhibition, % at 21.8 µM;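 active means interference check ratio from 0.5 to 1.5 plus GFP to RFP signal ratio inhibition reaching or exceeding a fixed threshold, cut at about 30% in these data, passing the limit was not always enough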; further: some compounds called inactive have numbers as strong as hits
SUMO1-SIM PPI – modulators of human SUMO1-mediated protein-protein interactions; SUMO1 binding to a labelled peptide, TR-FRET, 1 h; P63165; inhibition, % at 20 µM; AID 602429; actives 0.33% (n = 360,000); in the data active means inhibition above about 37%
Scp1 inh – Scp-1 (human) phosphatase inhibition; Q9GZU7; Recombinant Scp1, phosphopeptide, malachite green phosphate absorbance; inhibition, % at 20 µM; actives 0.88% (n = 340,000); AID 493091;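 active means inhibition above about 50% at 20 µM, limit read from the data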;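 further: plate controls were DMSO wells with enzyme for no effect and wells lacking enzyme for full effect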
Target sequence (Q9GZU7 76-261 limits assumed): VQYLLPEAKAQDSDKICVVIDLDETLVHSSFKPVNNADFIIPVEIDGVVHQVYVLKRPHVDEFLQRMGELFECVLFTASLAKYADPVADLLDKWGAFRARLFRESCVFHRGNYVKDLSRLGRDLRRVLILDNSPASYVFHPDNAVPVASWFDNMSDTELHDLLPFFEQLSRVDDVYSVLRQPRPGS
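Test system: SCP-1 phosphatase catalytic domain, residues 76-261; measured by: colorimetric phosphate reagent with accelerator and stabiliser, absorbance at 630 nm; timing: enzyme reaction 45 min at room temperature, colour 5 min, stabilisation 30 min; also added: Phosphorylated 17-residue peptide substrate; compound dosing: one concentration, 20 µM, with 1.0% DMSO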
LMPTP block – blocks human LMPTP phosphatase | P24666 | recombinant LMPTP-A, OMFP fluorogenic substrate, fluorescence intensity | inhibition, % at 20 µM | actives 0.22% (n = 360,000) | AID 651560;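 active means compounds that cut the enzyme signal by at least half of the control window in the single-dose screen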;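 further: plate controls were DMSO wells with enzyme plus substrate for no effect and substrate without enzyme for full effect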
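material = LMPTP-A | quantity = 0.625 nM enzyme | reagent = OMFP substrate, 400 µM final | buffer or medium = Bis-Tris pH 6.0, DTT, detergent | detection = endpoint fluorescence intensity from OMFP dephosphorylation | dosing = single 20 µM dose | read-out basis = % inhibition relative to no-enzyme and uninhibited control wells | control set = no-enzyme and uninhibited controls | timing = 50 min at room temperature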
STEP inh – inhibitors of human striatal-enriched phosphatase STEP | recombinant STEP, OMFP fluorogenic substrate, fluorescence | inhibition, % at 20 µM | actives 0.25% (n = 360,000);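 active means inhibition at 20 µM, scaled per plate between control wells, above about 37%, limit read from the data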;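 further: 0% = DMSO with enzyme and substrate and 100% = substrate only without enzyme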
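material = STEP tyrosine phosphatase | reagent = fluorogenic phosphatase substrate OMFP at 25 µM final | doses = single compound dose of 20 µM, 1% DMSO final | schedule = 20 min reaction, room temperature, in the dark | measured by = fluorescence, 480/540 nm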
NRP1-CendR mod – alters CendR peptide binding to human NRP-1; O14786; FAM-RPARPAR peptide binding to NRP-1, fluorescence polarization; inhibition, % at 25 µM; actives 0.85% (n = 360,000); AID 602438;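 active means inhibition or corrected inhibition above about 18%, plus a signal ratio from 0.5 to 1.5, limit read from the data, passing the limit was not always enough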; further: strong numbers were not always called active
Target sequence (O14786 whole entry, looked up): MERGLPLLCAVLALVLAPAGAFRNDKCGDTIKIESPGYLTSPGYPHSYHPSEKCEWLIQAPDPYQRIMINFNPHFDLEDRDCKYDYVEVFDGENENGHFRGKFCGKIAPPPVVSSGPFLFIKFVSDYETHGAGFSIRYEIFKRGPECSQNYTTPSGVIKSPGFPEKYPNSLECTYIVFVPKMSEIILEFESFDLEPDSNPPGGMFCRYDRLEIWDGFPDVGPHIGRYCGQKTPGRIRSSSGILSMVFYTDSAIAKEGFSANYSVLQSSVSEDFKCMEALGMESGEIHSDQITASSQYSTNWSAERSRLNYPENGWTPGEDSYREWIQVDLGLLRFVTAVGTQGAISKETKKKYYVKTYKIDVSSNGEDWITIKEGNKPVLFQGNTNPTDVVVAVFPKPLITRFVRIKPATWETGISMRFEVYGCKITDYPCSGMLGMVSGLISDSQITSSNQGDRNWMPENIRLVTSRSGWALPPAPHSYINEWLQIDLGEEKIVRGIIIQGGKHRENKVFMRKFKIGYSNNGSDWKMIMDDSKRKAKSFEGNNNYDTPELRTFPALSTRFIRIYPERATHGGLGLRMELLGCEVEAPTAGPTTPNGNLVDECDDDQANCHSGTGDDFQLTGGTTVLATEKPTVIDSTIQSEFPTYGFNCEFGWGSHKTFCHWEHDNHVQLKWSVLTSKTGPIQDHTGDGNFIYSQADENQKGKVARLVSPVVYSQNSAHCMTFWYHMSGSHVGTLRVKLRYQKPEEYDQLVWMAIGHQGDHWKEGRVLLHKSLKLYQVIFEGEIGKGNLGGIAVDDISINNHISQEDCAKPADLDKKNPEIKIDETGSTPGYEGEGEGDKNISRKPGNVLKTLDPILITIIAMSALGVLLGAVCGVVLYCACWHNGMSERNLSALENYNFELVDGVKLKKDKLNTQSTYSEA
DNMT1 block – inhibitors of human DNMT1. P26358. DNMT1 molecular beacon, Hinp1I cleavage, fluorescence. inhibition (reported as % activation of signal), % at 10 µM. actives 0.83% (n = 360,000). AID 588458; in the data active means inhibition above about 50%
NadD block – blocks S. aureus nicotinate mononucleotide adenylyltransferase | purified NadD enzyme, colorimetric absorbance read-out | AID 602399 | inhibition, % at 20 µM | actives 0.78% (n = 360,000); in the data active means inhibition above about 26%; further: some compounds past the cut are filed as inactive
TbMetRS inhib – blocks T. brucei methionyl-tRNA synthetase activity; actives 0.4% (n = 360,000); inhibition, % at 11.9 µM; purified T. brucei MetRS, ATP depletion, Kinase-Glo luminescence;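 active means inhibition above a per-plate cutoff of the control wells' mean inhibition plus 3 SD, cut at about 5.5% in these data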;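 further: 0% = DMSO wells median and 100% = median of wells with control inhibitor compound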
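Dosing: 11.9 µM compound single dose, 0.9% DMSO; Assay system: purified T. brucei MetRS enzyme; Measured by: Kinase-Glo luciferase luminescence reporting remaining unconsumed ATP; Schedule: 15 min plus 2 h at 25 °C.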
The depositor's hits bear a star; i = inactive; nt = no result given. No enrichment for hits; 4.6% or so of the library scored in one or more.

SMILES	Neddylation inh	SKN-1 inh	SUMO1-SIM PPI	Scp1 inh	LMPTP block	STEP inh	NRP1-CendR mod	DNMT1 block	NadD block	TbMetRS inhib
Nc1nc(COC(=O)C2CC(=O)N(CCc3ccccc3)C2)nc(Nc2ccccc2)n1 (stereo unspecified)	i	0	3	6	-0.6	-2	-10	3	-3	0.3
COc1ccc(NC(=O)CSc2ccc(-c3ccco3)nn2)cc1	i	13	-9	20	6.7	0	13	0	2	0.0
Clc1ccc(OCc2nn3c(-c4ccncc4)nnc3s2)cc1	i	-1	3	0	-0.1	0	-10	-1	-5	-0.5
Cc1cc(C)cc(NC(=S)N2CCC(NC(=O)c3ccccc3C)CC2)c1	i	0	-2	5	0.5	0	-5	1	-1	-0.6
O=c1[nH]c(Cc2ccccc2)nc2ccccc12	i	-1	-3	-5	-1.3	-2	-12	1	-4	0.9
CC1=C(c2ccc(Cl)cc2)[N+](=O)C(C)(C)N1[O-]	i	3	-2	3	-0.3	2	6	15	1	0.5
COc1ccc(NC(=O)CN(C)C(=O)CN2C(=O)c3ccc([N+](=O)[O-])cc3C2=O)cc1	i	-1	-25	-5	1.1	2	-2	-3	-4	-0.4
NNC(=O)CNC(=O)c1ccccc1F	i	0	-3	4	-0.8	-2	-4	0	-1	-1.2
Cc1nnc(SCC(=O)n2c3c(c4ccccc42)CCCC3)s1	i	6	-3	-10	2.1	3	-10	-2	0	0.0
c1ccc(-c2ccc(C3=Nn4c(Cn5nnc6ccccc65)nnc4SC3)cc2)cc1	i	19	-2	0	8.7	5	16	-6	26	0.7
COc1ccc(NC(=O)CSc2ccccn2)cc1	i	3	-2	-2	-0.3	-3	-12	0	-3	-0.7
COc1ccc2c(c1)CCc1c(C(=O)N3CCc4ccccc4C3)noc1-2	i	6	1	-11	3.9	-1	-2	-7	-14	-0.2
O=C(N/C(=C\c1cccc([N+](=O)[O-])c1)C(=O)N1CCCCC1)c1cccs1	i	-2	-10	-4	0.0	2	-6	1	3	-0.5
CCC(O)(CC)C(=O)N/N=C/c1cc(Br)cc(Br)c1O	nt	9	0	-4	1.6	-2	8	-2	8	-0.3
CCOc1ccc(-c2nnn(CC(=O)Nc3ccccc3OC)n2)cc1OCC	i	-1	-1	-7	0.2	-1	1	12	4	-0.1
CN(CC(=O)Nc1ccc(N2CCOCC2)cc1)CC(=O)Nc1ccc([N+](=O)[O-])cc1Br	i	3	-15	-15	-1.3	1	2	-5	-2	1.3
COc1ccc(NC(=O)c2sccc2C)c([N+](=O)[O-])c1	i	13	-26	-9	0.4	2	1	2	-8	0.6
CCCNC(=O)c1cc(-c2ccc(Br)cc2)on1	i	4	2	-11	-1.1	4	-10	2	1	-0.5
Cc1nn(-c2ccccc2)c(C)c1/C=N/O	i	1	-3	-2	-0.9	2	-34	4	-3	-1.2
O=C1CC(=C2c3ccccc3-c3ccccc32)C(=O)N1CCN1CCN(c2cccc(Cl)c2)CC1	i	21	0	-4	1.5	-1	-1	19	69*	0.3
CN(C)c1ccc(-c2nnc(-c3cccs3)o2)cc1	nt	8	-4	-8	3.0	3	16	0	1	0.0
Cc1cccc(CCNC(=O)CCS(=O)(=O)c2cc3c(cc2Cl)NC(=O)CO3)c1	i	20	3	-1	0.0	-1	3	0	-1	-0.3
Cn1nc(C(C)(C)C)c([N+](=O)[O-])c1C(=O)NCCO	i	2	-1	-6	-2.9	5	6	-6	3	0.8
COc1ccccc1NC(=O)c1ccc2c(c1)N(CC#N)C(=O)C(C)(C)O2	i	-17	-1	-1	-1.1	-1	-2	3	1	-0.4
Cc1ccc(N(CC(=O)N2CC(=O)Nc3ccccc32)S(=O)(=O)c2ccc3c(c2)OCCO3)cc1	i	-12	3	-5	-0.2	-5	5	-1	0	-1.7
CC(C)(C)c1ccc(OCC(=O)N2CCCCCC2)c(Br)c1	i	9	0	4	-0.6	2	4	1	-3	-1.7
CCOC(=O)/C(C#N)=C\C=C1C=CN(C)C=C1	i	-14	-34	-6	7.5	-6	-129	10	3	-1.2
CS(=O)(=O)N1c2ccccc2[C@]2(Br)C[C@H]3C(=O)N[C@@H](Cc4ccccc4)C(=O)N3[C@H]12	i	-5	3	0	-1.2	4	-3	2	4	-0.2
CC(=O)Nc1ccc(NC(=O)C(c2ccccc2)c2ccccc2)cc1	i	12	7	-5	0.0	-3	3	-6	0	-0.2
Cc1[nH]n(-c2ccccc2)c(=O)c1/C=N/O	i	-1	-5	-9	-1.1	1	-5	-6	5	-0.7
COc1cc(/C=C(\C#N)c2nc3ccc(C)cc3[nH]2)cc([N+](=O)[O-])c1O	i	1	4	40	7.9	8	0	-5	19	0.5
Cc1occc1C(=O)NCc1cccs1	i	4	2	3	-1.4	-3	-7	1	-3	-0.6
Cc1oc(-c2ccccc2)cc1C(=O)Nc1ccc(N(C)C)cc1	i	8	5	1	1.4	0	-2	-24	-2	-0.6
Cc1nnc(SCC(=O)N2CCN(C(=O)c3ccco3)CC2)n1C	i	-12	2	-8	-0.6	-1	10	-1	-3	-0.2
CC1CCN(c2ccc3c(c2)S(=O)(=O)c2ccccc2C3=O)CC1	i	17	-34	-8	5.4	-2	-97	-6	-2	-0.2
CCOC(=O)C1(C)Oc2ccccc2C(C(=O)OC)=C1C(=O)OC (stereo unspecified)	i	-5	1	94*	-0.2	2	-9	7	12	-0.2
O=C(OCC(=O)N1CCN(c2ccccc2)CC1)c1nc(Cl)ccc1Cl	i	5	4	-8	-0.7	-2	0	-1	-4	0.5
COCc1cc(C)n(CC(=O)Nc2cccc(C)c2)c(=O)c1C#N	i	4	2	-3	-1.2	-2	-8	2	-1	-0.5
Cc1ccc(S(=O)(=O)N2CCCCC2)cc1NC(=O)C1CC(=O)N(Cc2ccccc2)C1 (stereo unspecified)	i	12	1	0	-2.8	2	-4	-10	1	-0.5
CSc1nc(C)cc(OCCNS(=O)(=O)c2ccc(C)cc2)n1	i	3	8	0	0.0	-2	5	-1	-4	-1.2
O=C(CN1C(=O)C2C3C=CC(C4CC34)C2C1=O)Oc1ccccc1 (stereo unspecified)	i	2	1	1	-0.3	0	2	8	3	-0.4
Cc1cccc(Cl)c1OCCN1CCCC1	i	2	3	-6	-4.5	-2	-9	-1	-9	-1.0
COC(=O)c1ccc(COC(=O)c2cnccn2)cc1	i	-1	-2	-1	-2.2	-1	4	2	0	-0.6
CCOc1cccc(OCCCOc2ccccc2)c1	i	-8	3	-12	2.7	-2	5	-5	-1	-1.7
CCn1c(O)c(C=Nc2ccccc2)oc1=S	i	13	-3	-2	-1.0	-8	-10	-14	0	-0.7
CCc1cccc(NC(=O)COC(=O)/C=C/c2cccs2)c1	i	0	-23	-10	2.3	-1	7	0	-8	-0.3
Nc1cccc(S(=O)(=O)c2cccc(N)c2)c1	i	-14	0	3	-0.1	0	2	-5	-1	-0.2
O=C(O)c1cccc(Oc2ncnc3sc4c(c23)CCCC4)c1	i	-11	5	-1	0.3	2	-17	0	-1	0.2
COC(=O)c1c(C(=O)OC)c(-c2ccc(OC)cc2)n2c1CS(=O)(=O)C2	i	8	2	-7	-1.5	0	-6	4	0	-0.7
COc1ccc(/C=N/c2oc(C)c(C)c2C#N)c(OC)c1	i	0	0	-4	-1.9	2	-3	0	0	-0.1
CCOC(=O)C1=C(C)N(CC(C)C)C(=O)C1	i	9	1	-3	-1.5	2	4	0	-1	-0.4
CCN1CCN(c2cc(C)c3cc(NC(=S)N4CCN(c5ccccc5)CC4)ccc3n2)CC1	i	-6	-79	-7	-1.6	2	-4	3	-9	1.1
COCCN(C(=O)CCCc1nc2ccccc2s1)c1c(N)n(CC(C)C)c(=O)[nH]c1=O	i	14	0	47	-1.4	5	-3	-2	8	-0.2
CC(C)(C)OC(=O)N1CC=C2C(C#N)=C(N)C(C#N)(C#N)C(c3cccs3)C2C1 (stereo unspecified)	i	-5	0	-10	-1.4	-2	-63	-9	7	-0.2
Cc1ccc(S(=O)(=O)N(C)C)cc1N	i	2	4	-7	0.9	7	-3	0	-4	-0.3
Cc1cc2c(cc1C)C(=O)C(=O)N2	i	2	-41	-8	-0.2	2	9	-4	-3	-0.3
COc1ccc(CCNC(=O)COC(=O)c2cc(Cl)nc(Cl)c2)cc1	i	-3	7	-4	-0.6	-7	-10	1	-6	-0.6
CCN(Cc1cc(=O)n2ccsc2n1)c1cccc2ccccc12	i	-2	2	-1	0.9	4	0	-15	3	-0.9
CN(C)CCCNc1nc2cc(-c3ccc4c(ccn4C)c3)sc2c(=O)n1C	i	-13	22	nt	-1.5	-1	-7	-22	19	0.6
CCc1ccc(-n2c(SCC(=O)Nc3cccc(S(=O)(=O)NC4=NCCCCC4)c3)nc3ccccc3c2=O)cc1	i	-3	4	0	1.1	2	3	-2	4	-0.8

Structures from the list above with a tert-butyl group, in the order listed:
SMILES	Neddylation inh	SKN-1 inh	SUMO1-SIM PPI	Scp1 inh	LMPTP block	STEP inh	NRP1-CendR mod	DNMT1 block	NadD block	TbMetRS inhib
Cn1nc(C(C)(C)C)c([N+](=O)[O-])c1C(=O)NCCO	i	2	-1	-6	-2.9	5	6	-6	3	0.8
CC(C)(C)c1ccc(OCC(=O)N2CCCCCC2)c(Br)c1	i	9	0	4	-0.6	2	4	1	-3	-1.7
CC(C)(C)OC(=O)N1CC=C2C(C#N)=C(N)C(C#N)(C#N)C(c3cccs3)C2C1 (stereo unspecified)	i	-5	0	-10	-1.4	-2	-63	-9	7	-0.2

Next entries follow.
SMILES	Neddylation inh	SKN-1 inh	SUMO1-SIM PPI	Scp1 inh	LMPTP block	STEP inh	NRP1-CendR mod	DNMT1 block	NadD block	TbMetRS inhib
O=C(NC1CCN(S(=O)(=O)c2ccc(F)cc2)CC1)c1ccccc1	i	-3	3	-5	-1.3	0	-7	2	-1	2.3
Cc1ccc(NC(=O)C2(N(CC(C)C)C(=O)Cn3nnnc3N)CCCCC2)cc1	i	-29	2	-8	-0.9	-2	-11	5	-1	-0.6
Cc1ccc2c(c1)N(C)/C(=C/c1cccc[n+]1CCO)S2	i	-7	-35	24	-1.2	-2	1	3	12	-0.8
COc1cc(CN2CCN(C(c3ccccc3)c3ccccc3)CC2)cc(OC)c1OC	i	26	1	-4	-1.7	1	-8	2	-7	-0.2
CCN(C(=O)CN1C(=O)S/C(=C\c2ccc(F)cc2)C1=O)C1CCS(=O)(=O)C1 (stereo unspecified)	i	-3	-37	1	-0.3	1	9	1	10	-0.8
O=C(Nc1cccc(-c2cnc3ccccc3n2)c1)c1ccncc1	i	7	-27	-7	-1.4	-2	-17	-1	-2	-1.2

Source: PubChem BioAssay (several laboratories)
